# High-throughput results deposited in PubChem BioAssay by Sanford-Burnham Center for Chemical Genomics.
# APJ ag: agonists of human apelin receptor APJ, primary screen, CHO-K1 cells, PathHunter beta-arrestin, luminescence. hit rate 0.11% among 330,000. P35414. activation, % at 20 µM. 0% DMSO wells, 100% apelin;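 active means activation more than six SD over the plate average, tested at 20 µM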;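 further: 0% = DMSO alone and 100% = apelin-13 at 10 nM; some results filed as inactive read as strong as hits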
# Target sequence (P35414 whole entry, looked up): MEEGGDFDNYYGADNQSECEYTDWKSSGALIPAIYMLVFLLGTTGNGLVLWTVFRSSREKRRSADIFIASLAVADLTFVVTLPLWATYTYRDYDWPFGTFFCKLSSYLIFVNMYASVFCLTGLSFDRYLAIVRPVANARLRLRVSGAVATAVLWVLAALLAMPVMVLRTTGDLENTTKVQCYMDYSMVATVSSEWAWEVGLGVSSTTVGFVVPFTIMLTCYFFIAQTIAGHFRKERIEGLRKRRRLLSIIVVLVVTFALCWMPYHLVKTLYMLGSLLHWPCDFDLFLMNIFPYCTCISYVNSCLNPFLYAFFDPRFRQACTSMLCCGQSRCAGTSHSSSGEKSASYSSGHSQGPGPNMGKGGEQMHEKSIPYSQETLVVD
#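 Material: CHO-K1 APJ beta-arrestin complementation cell line; Input: cell density 1000 per well; Incubation: compound stimulation 90 min at 25 °C, detection 60 min; Signal: luminescence from split beta-galactosidase complementation, Galacton Star/Emerald II substrate; Controls: DMSO-only wells as negative, 10 nM Apelin-13 as positive control.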
# UBC13 inh: UBC13 polyubiquitin chain formation inhibitors, primary screen, biochemical, TR-FRET, uHTS; Ubiquitin-conjugating enzyme E2 N (Homo sapiens), P61088; inhibition, % at 20 µM; AID 485273, 2010; hit rate 0.47% among 330,000; in the data active means inhibition above about 45%, passing the limit was not always enough
# Target sequence (P61088 whole entry, looked up): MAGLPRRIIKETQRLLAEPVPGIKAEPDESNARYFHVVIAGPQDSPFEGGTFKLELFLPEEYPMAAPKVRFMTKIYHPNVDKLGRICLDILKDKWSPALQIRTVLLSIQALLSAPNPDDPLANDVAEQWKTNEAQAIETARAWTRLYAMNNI
# CXCR6 inh: CXCR6 receptor inhibitors, primary screen, cell-based, beta-arrestin, luminescence, CHO-K1 PathHunter, 1536-well; C-X-C chemokine receptor type 6 (Homo sapiens), O00574; inhibition, % at 20 µM; hit rate 0.36% among 360,000; in the data active means inhibition above about 34%, passing the limit was not always enough;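 further: antagonist mode with CXCL16 agonist at 10 nM final; 0% = 10 nM CXCL16 with DMSO and 100% = unstimulated wells without agonist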
# Target sequence (O00574 whole entry, looked up): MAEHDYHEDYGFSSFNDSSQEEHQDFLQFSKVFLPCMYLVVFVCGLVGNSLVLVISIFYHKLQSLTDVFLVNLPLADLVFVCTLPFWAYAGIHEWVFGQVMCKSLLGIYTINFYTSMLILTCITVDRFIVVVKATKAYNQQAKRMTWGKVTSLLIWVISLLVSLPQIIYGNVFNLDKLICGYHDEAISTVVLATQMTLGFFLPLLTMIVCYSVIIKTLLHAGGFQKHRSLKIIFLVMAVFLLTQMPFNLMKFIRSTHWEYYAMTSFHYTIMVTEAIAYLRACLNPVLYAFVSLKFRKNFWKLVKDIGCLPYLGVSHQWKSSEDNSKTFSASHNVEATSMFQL
# CCR6 antag: CCR6 receptor antagonists, primary screen, cell-based, CHO-K1, luminescence, beta-arrestin, uHTS; AID 493098, 2011; hit rate 0.49% among 340,000; CHO-K1 CCR6 PathHunter beta-arrestin, CCL20-stimulated; inhibition, % at 20 µM; C-C chemokine receptor type 6 (Homo sapiens), P51684;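 active means compounds whose inhibition of the agonist-driven luminescence signal at 20 µM reaches about 50%, limit read from the data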;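 further: cells stimulated with CCL20 at 14 nM final; plate controls were DMSO with CCL20 for no effect and DMSO without agonist for full effect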
# Gli-Sufu block: Gli-Sufu pathway antagonists, primary screen, luciferase luminescence, Sufu-KO-LIGHT cells, uHTS; AID 588413, 2011; hit rate 0.74% among 340,000; Sufu-KO-LIGHT fibroblasts, Gli luciferase reporter luminescence; inhibition, % at 5 µM;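 active means inhibition above about 55%, limit read from the data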;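 further: 0% = DMSO-treated cells and 100% = wells with medium but no cells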
# APJ antag: antagonists of human apelin receptor APJ, primary screen, CHO-K1 cells, beta-arrestin complementation, luminescence; P35414; inhibition, % at 20 µM; hit rate 0.32% among 330,000; AID 2521, 2010;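 active means inhibition above about 40% at 20 µM, limit read from the data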;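 further: cells challenged with 10 nM apelin-13 agonist together with compound; plate controls were apelin-13 plus DMSO wells for no effect and DMSO wells lacking apelin-13 for full effect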
# EBI2 antag: EBI2 receptor antagonists, beta-arrestin recruitment, primary screen, cell-based, luminescence, 7a,25-OHC stimulation, uHTS | hit rate 0.81% among 360,000 | 7a,25-OHC stimulated | AID 651636, 2012 | G-protein coupled receptor 183 (Homo sapiens), P32249 | inhibition, % at 5 µM; in the data active means inhibition above about 38%;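 further: enzyme fragment complementation signal reports receptor beta-arrestin coupling in cells; 0% = agonist plus DMSO wells and 100% = wells without agonist; some results beyond the cut were filed as inactive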
# ATG4B inh: ATG4B protease inhibitors, primary screen, biochemical, fluorescence, uHTS; ATG4B cleavage of LC3-PLA2, NBD-HPC fluorescence, 1 h; Cysteine protease ATG4B (Homo sapiens), Q9Y4P1; inhibition, % at 8.33 µM; hit rate 0.51% among 340,000; in the data active means inhibition above about 40%
# The depositor's hits bear a star; / = no result given; & = joins results of further samples.
SMILES,APJ ag,UBC13 inh,CXCR6 inh,CCR6 antag,Gli-Sufu block,APJ antag,EBI2 antag,ATG4B inh
CCC(=O)c1ccc(SC(=O)N(C)C)cc1O,-4,2,4,0,-2,11,7,-4
COc1ccccc1/C=C/c1nc(C#N)c(N(C)C)o1,1,7,4,3,-72,6,0,3
Cc1ccc(S(=O)(=O)N(Cc2cc3ccccc3[nH]c2=O)CC2CCCO2)cc1 (configuration not stated),-1,3,-7,10,64*,4,3,-7
CCOc1cc(/C=N/Nc2ccc(C(=O)O)cc2)ccc1OC(=O)c1ccccc1C,-4,-2,-4,12,-66,-4,3,27
Cc1cccc(NC(=O)CCN2CCC(C)CC2)c1,-4,8,9,11,-12,9,-15,-11
Cc1cc(C(=O)COc2cccnc2[N+](=O)[O-])c(C)n1Cc1cccs1,-4,6,2,9,71*,-7,1,0
Cc1ccc(Nc2cnn(C34CC5CC(CC(CC(=O)O)(C5)C3)C4)c(=O)c2Cl)c(Cl)c1,-4,-5,-4,6,-20,9,-10,-3
COCCOC(=O)C1=C(C)Nc2nc(C)nn2C1c1ccc(F)cc1 (configuration not stated),-1,-4,-2&-3,6&8,-7&1,14,-9&-5,-7&-7
C=CCN1C=C2C(=O)C(C)(OC(=O)C3CCCC3)C(=O)C=C2C=C1c1ccsc1 (configuration not stated),19,-34,-22,-1,2,-2,-11,8
COc1ccc(C(=O)COC(=O)c2cnc(C)cn2)cc1OC,-3,4,-4,11,-6,16,-9,4
O=[N+]([O-])c1ccc(Cl)c(-c2ccc(/C=N/c3c(-c4ccco4)nc4ccccn34)o2)c1,7,-85,1,17,-13,18,-13,6
Cc1cc(-c2ccc(C)c(S(=O)(=O)NCC3CCN(Cc4cccc(F)c4)CC3)c2)on1,12,11,-2,15,42,-14,19,-8
O=C(CSc1nnnn1C1CC1)N1CCN(c2ccc(O)cc2)CC1,1,-20,-5,-7,4,-14,-18,1
Cc1ccc(S(=O)(=O)N(C)C)cc1NC(=O)CSc1ncc(C(F)(F)F)cc1Cl,-1,6,0,10,-13,6,7,-3
CCOc1cc(/C=C/C(=O)OCC(=O)NCc2ccco2)cc(Cl)c1OC,-1,-2,8,9,-4,13,4,2
COc1ccc(NC(=O)C2CCN(S(=O)(=O)c3ccc4c(c3)NC(=O)C(C)S4)CC2)cc1 (configuration not stated),3,1,-5,5,-9,-19,14,2
Cn1c(C(=O)NCC2CCCO2)cc2c(=O)n3ccccc3nc21 (configuration not stated),-2,9,-1,-2,-13,5,-8,-10
CC(C(=O)NCCCN1CCOCC1)n1cccc1C(=O)c1ccccc1 (configuration not stated),-4,-4,-13,-2,11,-1,0,4
COc1cccc(OC)c1C(=O)NC(C)CCc1ccccc1 (configuration not stated),-3,9,-8,11,11,-18,-2,1
Cc1cc(C)n(C(=O)C2CCCN2S(=O)(=O)c2ccc(Cl)cc2)n1 (configuration not stated),2,14,0,1,2,5,-6,-8
O=C(CC1Sc2ccccc2NC1=O)NNc1ccc(Cl)cc1Cl (configuration not stated),/,/,-7,-8,6,/,-45,-8
CCOC(=O)C1CCN(c2c(NCCN3CCCCC3C)c(=O)c2=O)CC1 (configuration not stated),-4,3,1,-5,6,-68,-4,-2
Cc1sc2ccc3sccc3c2[n+]1C,-2,-2,-1,-3,1,-1,5,-15
O=C(Nc1ccc(-c2nc3ccccc3c(=O)o2)cc1)c1ccco1,-2,1,3,-4,-3,15,-8,20
CCn1c(O)c(N=NC(=O)C(O)c2ccccc2)c2ccccc21 (configuration not stated),3,-16,-2,-7,-2,-27,-14,8

# Some of the entries above in a different format.
molecule	APJ ag	UBC13 inh	CXCR6 inh	CCR6 antag	Gli-Sufu block	APJ antag	EBI2 antag	ATG4B inh
Cc1cc(-c2ccc(C)c(S(=O)(=O)NCC3CCN(Cc4cccc(F)c4)CC3)c2)on1	12	11	-2	15	42	-14	19	-8
O=C(CSc1nnnn1C1CC1)N1CCN(c2ccc(O)cc2)CC1	1	-20	-5	-7	4	-14	-18	1
Cc1ccc(S(=O)(=O)N(C)C)cc1NC(=O)CSc1ncc(C(F)(F)F)cc1Cl	-1	6	0	10	-13	6	7	-3
CCOc1cc(/C=C/C(=O)OCC(=O)NCc2ccco2)cc(Cl)c1OC	-1	-2	8	9	-4	13	4	2
COc1ccc(NC(=O)C2CCN(S(=O)(=O)c3ccc4c(c3)NC(=O)C(C)S4)CC2)cc1 (configuration not stated)	3	1	-5	5	-9	-19	14	2
Cn1c(C(=O)NCC2CCCO2)cc2c(=O)n3ccccc3nc21 (configuration not stated)	-2	9	-1	-2	-13	5	-8	-10
CC(C(=O)NCCCN1CCOCC1)n1cccc1C(=O)c1ccccc1 (configuration not stated)	-4	-4	-13	-2	11	-1	0	4
COc1cccc(OC)c1C(=O)NC(C)CCc1ccccc1 (configuration not stated)	-3	9	-8	11	11	-18	-2	1
Cc1cc(C)n(C(=O)C2CCCN2S(=O)(=O)c2ccc(Cl)cc2)n1 (configuration not stated)	2	14	0	1	2	5	-6	-8
O=C(CC1Sc2ccccc2NC1=O)NNc1ccc(Cl)cc1Cl (configuration not stated)	/	/	-7	-8	6	/	-45	-8
CCOC(=O)C1CCN(c2c(NCCN3CCCCC3C)c(=O)c2=O)CC1 (configuration not stated)	-4	3	1	-5	6	-68	-4	-2
Cc1sc2ccc3sccc3c2[n+]1C	-2	-2	-1	-3	1	-1	5	-15
O=C(Nc1ccc(-c2nc3ccccc3c(=O)o2)cc1)c1ccco1	-2	1	3	-4	-3	15	-8	20
CCn1c(O)c(N=NC(=O)C(O)c2ccccc2)c2ccccc21 (configuration not stated)	3	-16	-2	-7	-2	-27	-14	8

# (more compounds)
SMILES,APJ ag,UBC13 inh,CXCR6 inh,CCR6 antag,Gli-Sufu block,APJ antag,EBI2 antag,ATG4B inh
CCOCC(=O)NCc1ccc2c(c1)OCO2,1,8,0,-5,-15,6,-8,-10
CC1(C)Cc2c(C#N)c(N)n(-c3ccccc3)c(=O)c2CO1,2,4,2,-1,2,-2,-17,-1
Cc1cc(C(=O)NNC(=O)CCN2CCN(c3ccccc3)CC2)c2ccccc2n1,-1,-4,8,-6,23,-15,2,-7
COc1ccccc1C(=O)Nc1nc2ccccc2s1,-4,13,3,8,67*,5,6,0
Cc1c(OC(C)C(=O)NCCCN2CCCC2=O)ccc2c3c(c(=O)oc12)CCCC3 (configuration not stated),-3,-2,-3,25,8,5,-14,1
O=c1cc(C=NNc2ccccc2)[nH]c(=O)[nH]1,/,/,1,12,13,/,4,0
C=CCn1cc(C(=O)N2CCN(CC)CC2)c(=O)c2cc(S(=O)(=O)N(CC)CC)ccc21,-4,-4,2,12,-2,-11,-1,1
CCOc1ccc2nc(SC3CC(=O)N(c4ccc(C)cc4)C3=O)sc2c1 (configuration not stated),0,-3,5,47,-28,-27,-6,-4
CC(C)C[C@H]1CN=C(Nc2ccccc2)N1CCc1ccc(F)cc1,6,18,0,6,10,9,-22,-1
N#CCCC(CCC#N)C1=NCCc2ccccc21,-6,13,-4,1,0,-5,-4,-3
CCCCCCC1CC(CSC(=N)N)OC1=O (configuration not stated),-2,11,-1,0,11,4,2,-3
CCOc1ccccc1N1CCN(C(=O)c2cc(S(=O)(=O)N3CCCCC3)ccc2C)CC1,5,0,10,11,-3,-4,10,-10
CC1CCN(S(=O)(=O)c2cccc(C(N)=O)c2)CC1,-1,5,-3,6,2,6,-1,-4
COc1ccc(-c2cc(N3C(=O)Nc4ccccc4N3O)n[nH]2)cc1,-2,6,3,1,4,-4,-1,3
CCOC(=O)N1CCN(C(=O)c2c[nH]c3ccc(S(=O)(=O)N(C)c4ccccc4C)cc3c2=O)CC1,-2,1,4,4,-10,13,9,-5
CCOc1ccc(C2CC(=O)NC3=C2C(=O)CCC3)cc1 (configuration not stated),3,0,-5,-14,2,7,-20,-1
COc1ccc(CN2CCNC(=O)C2CC(=O)NCCCn2cccn2)c(OC)c1 (configuration not stated),1,5,-6,2,3,12,-4,-12
O=C(Cc1ccc(Cl)cc1)NNC1CC(=O)N(c2ccc3ccccc3c2)C1=O (configuration not stated),-1,-1,-4,1,0,-9,-2,4
O=C1Nc2ccccc2N=C(c2ccccc2)c2ccccc21,1,-3,16,-5,-10,-15,12,4
CC(=O)N/C(=C/c1ccccc1)C(=O)NCCO,0,8,-3,4,0,5,-15,-11
CCOc1ccc(NC(=O)CCNS(=O)(=O)c2ccc3c(c2)CC(C)N3C(C)=O)cc1 (configuration not stated),-2,6,8,4,-8,12,-4,-11
COc1ccc(CNC(=O)c2cnn3c(C(F)F)cc(C)nc23)cc1OC,-1,1,2,0,3,7,-3,-4
CC1CCN(C(=O)CN2C(=O)COc3ccc(Cl)cc32)CC1,-3,0,5,11,13,5,-8,-2
O=C1CCc2cc(S(=O)(=O)NC3CCCCC3)cc3c2N1CC3,-5,-3,0,14,-9,-2,4,6
O=C(Nc1ncccc1O)c1ccc(Cl)c(S(=O)(=O)N2CCCCC2)c1,-1,-4,-2,0,-4,-9,2,-8

# Next section.
SMILES,APJ ag,UBC13 inh,CXCR6 inh,CCR6 antag,Gli-Sufu block,APJ antag,EBI2 antag,ATG4B inh
C=CCNC(=O)C1CCN(S(=O)(=O)CC)CC1,3,-1,-7,5,0,1,-10,-1
O=C1NC2C(NC(=O)N2C2CCCCC2)N1C1CCCCC1 (configuration not stated),-2,10,0,14,2,-5,-3,-7
CN(C)S(=O)(=O)c1ccc(C(=O)NCC2(N3CCOCC3)CCCCC2)cc1,-3,1,2,6,8,8,-7,-2
CCOc1ccccc1NC(=O)NCc1ccccc1F,0,-4,-2,17,-2,0,-10,7
CN1C(=O)c2ccccc2Sc2ccc(NC(=O)N3CCCC3)cc21,-6,13,9,-11,8,-17,-1,-6
CN(C(=O)c1ccncc1)c1nnc(-c2cccnc2)s1,-2,4,-4,9,3,16,-5,-18
CCOC(=O)C1=C(c2ccccc2)NC(SC)=C(C#N)C1c1ccco1 (configuration not stated),-1,-4,10,13,6,14,22,-4
O=C(c1ccc(NC2=NC3CS(=O)(=O)CC3S2)cc1)N1CCN(C(=O)c2ccco2)CC1 (configuration not stated),0,-12,-6,8,-3,7,-2,-5
Oc1ccc(/C=C/c2cnccn2)cc1,-2,-12,-1,3,-25,3,-12,-2
CCc1cc(=O)oc2cc(C)cc(OC(C)C(=O)NCc3ccncc3)c12 (configuration not stated),0,14,-3,7,-10,13,-3,-9
COC(=O)c1c(SCC(=O)NC2CCCCC2)[nH]c2ccccc2c1=O,2,-9,-3,1,1,1,-20,37
Cc1cc2cc(C)c(NCCNC(=O)c3ccccc3F)nc2cc1C,0,10,-18,1,6,11,2,-5
CC(C)CCNC(=S)NC1CCCC1,-2,-13,6,1,3,9,-11,1
